Screening data from PubChem BioAssay.
SRC3 TRFRET art: TR-FRET detection interference compounds, artefact control for PPARgamma SRC-3 recruitment agonists, biochemical, TR-FRET ratio; TR-FRET artefact counter-screen, PPARgamma/SRC-3 format; hits give high values; actives 0.39% (n = 99,000); TR-FRET ratio at 8 µM; in the data active means TR-FRET ratio above about 2000; further: inactives centre near 1600
SRC1 TRFRET art: TR-FRET detection interference compounds, primary screen, artefact control for PPARgamma SRC-1 recruitment agonists, biochemical, TR-FRET emission ratio; TR-FRET detection artefact counter-screen; hits give high values; AID 1051, 2008; actives 0.34% (n = 99,000); TR-FRET ratio at 8 µM; in the data active means TR-FRET ratio above about 2300; further: inactives centre near 1800
The depositor's hits bear a star. A portion of the library; count on the stated rates, not on these rows.

Below each compound: SRC3 TRFRET art, SRC1 TRFRET art
- O=C(COc1ccc(Br)cc1)N1CCN(S(=O)(=O)/C=C/c2ccccc2)CC1
  1429, 1781
- Cn1ncc(Br)c1C(=O)Nc1ccc(Cl)cn1
  1641, 1819
- O=C(Cn1cnc2ccccc2c1=O)c1ccc(Br)cc1
  1578, 1779
- COc1ccc(-n2nc(C(=O)NCc3ccco3)c3c4ccccc4n(C)c3c2=O)cc1Cl
  1578, 1705
- Cc1nc2ccccc2c(=O)n1NC(=O)C1CC1
  1533, 1781
- Cc1cc(-c2csc(NC(=O)c3cccc(S(=O)(=O)N(C)C)c3)n2)c(C)n1-c1ccccc1
  1453, 1745
- CCc1cccc(CC)c1NC(=S)NCCc1c(C)[nH]c2ccccc12
  1680, 1930
- CCCCCCCc1ccc(-c2ccc(O)cc2)nc1
  1609, 1645
- CC(C)Cc1nnc(NC(=O)CSc2nc(-c3ccccc3)cc(=O)[nH]2)s1
  1408, 1578
- Cc1ccc(-n2nc3cc(C)c(NC(=S)NC(=O)/C=C/c4ccco4)cc3n2)cc1
  1539, 1759
- Cn1cnnc1Sc1nc2ccccc2nc1NS(=O)(=O)c1ccccc1
  1599, 1655
- C=CCNC(=S)N/N=C/c1cccc([N+](=O)[O-])c1
  1349, 1888
- O=C(NCc1n[nH]c(=S)n1-c1cccc(Cl)c1)c1cccs1
  1538, 1690
- Cc1cc(/C=N/NC(=O)c2cccc(F)c2)c(C)n1-c1ccccc1
  1573, 1730
- O=C(N/N=C/c1cn[nH]c1-c1ccc(F)cc1)c1ccncc1
  1650, 1930
- Nc1ccc(C(=O)OCC(=O)N2CCOCC2)cc1[N+](=O)[O-]
  1558, 1869
- COc1cccc(CC2(CO)CCCN(Cc3c(C)cc(C)cc3-n3cccn3)C2)c1 (stereo not drawn)
  1406, 1679
- Cc1nc2cc3ccccc3cc2n1C
  1558, 2024
- Cc1cccc(NC(=S)NCC(c2cccnc2)N(C)C)c1C (stereo not drawn)
  1645, 1855
- CCOC(=O)c1c(C)c(C(=O)NCCc2ccccc2)c(C)n1C
  1514, 1475
- COc1ccc(-c2cc(-c3cc(C)ccc3O)[nH]n2)cc1
  1561, 1776
- CCN(CC)c1ccc(C=Nc2ccccc2C)c(O)c1
  1742, 1915
- O=C(CN1C(=O)CCC1=O)Nc1nc(-c2ccc(Cl)s2)cs1
  1536, 1552
- COc1ccc(C(=O)NCC(=O)OCC(=O)NCc2cccs2)cc1
  1588, 1665
- CC(=O)Nc1ccc(NC(=O)Cn2ccc([N+](=O)[O-])n2)cc1
  1399, 1480
- CCC(CO)NCc1ccc(Br)cc1 (stereo not drawn)
  1605, 1837
- COC(c1ccccc1)c1nnc(CCC(=O)N2CCN(Cc3cccs3)CC2)o1 (stereo not drawn)
  1773, 1840
- COc1ccc2c(c1)-c1c(ssc1=S)C(C)(C)N2S(=O)(=O)c1ccc(C)cc1
  1635, 1671
- COc1ccc([N+](=O)[O-])cc1NC(=O)C(C)OC(=O)c1ccccn1 (stereo not drawn)
  1752, 1967
- Fc1ccc(COc2ccccc2CNCc2ccncc2)cc1
  1519, 1761

Profiles, looked up by structure. Order of screens: SRC3 TRFRET art, SRC1 TRFRET art
Entry for `C=CCNC(=S)N/N=C/c1cccc([N+](=O)[O-])c1` = 1349, 1888
Entry for `CCc1cccc(CC)c1NC(=S)NCCc1c(C)[nH]c2ccccc12` = 1680, 1930
Entry for `CC(C)Cc1nnc(NC(=O)CSc2nc(-c3ccccc3)cc(=O)[nH]2)s1` = 1408, 1578
Entry for `Nc1ccc(C(=O)OCC(=O)N2CCOCC2)cc1[N+](=O)[O-]` = 1558, 1869
Entry for `Cn1ncc(Br)c1C(=O)Nc1ccc(Cl)cn1` = 1641, 1819

Continuation.
Below each compound: SRC3 TRFRET art, SRC1 TRFRET art
- Cc1ccc(NC(=O)CN2C(=O)S/C(=C\c3cc(C)n(-c4cccc(C(=O)O)c4)c3C)C2=O)cc1
  1423, 1431
- CCCCOc1ccc(NC(=O)CSc2cccc3cccnc23)cc1
  1468, 1741
- CN1CCN(c2nc(Nc3cccc(C(F)(F)F)c3)nc(N3CCOCC3)n2)CC1
  1520, 1889
- COc1cc(/C=C2\SC(=O)N(CCNC(=O)c3sc4cc(F)ccc4c3Cl)C2=O)cc(OC)c1OC
  1446, 1710
- CCn1c(P(C)(=O)O)nc2cc(NC(=O)c3ccccc3Cl)ccc21
  1334, 1950
- COc1cc2c(C#N)c(N3CCN(c4ccccc4OC)CC3)nc(N)c2c(N)n1
  1852, 1679
- Cc1ccccc1NC(=O)COC(=O)CCSc1ccccc1
  1583, 1596
- COC(CN1CCc2c(C)nc3c(C#N)cnn3c21)OC
  1586, 1934
- CCC1CCC2(CC1)NC(=O)N(CC(=O)c1c(C)[nH]c3ccccc13)C2=O (stereo not drawn)
  1613, 1668
- CCOc1ccccc1/C=N/NC(=O)CSc1n[nH]c(=O)[nH]c1=O
  1773, 1875
- C/C(=N\Nc1cccc2cccnc12)c1ccc(N)cc1
  1531, 1884
- COc1ccc2c(c1)c1nc3ccccc3nc1n2Cc1ccc(OC(C)C)c(OC)c1
  1534, 1788
- CCOC(=O)c1sc2ncnc(N3CCN(C(=O)OCC)CC3)c2c1C
  1556, 2024
- CC(C)OCCCNC(=O)CCN1C(=O)COc2ccccc21
  1582, 1880
- Cc1ccc(NC(=O)CSc2nnc(-c3cccnc3)n2CCN2CCCCC2)cc1
  1657, 1882
- COc1ccc(-c2cc(N3C(=O)Nc4ccccc4N3O)n[nH]2)cc1OC
  1591, 1670
- O=C(Nc1ccccc1)c1cccnc1NCCc1ccccc1
  1826, 1840
- O=C(COC(=O)Cc1ccccc1[N+](=O)[O-])NCc1ccc(Cl)cc1
  1602, 1718
- COc1ccc(CNC(=O)C(=O)NCC2OCCN2S(=O)(=O)c2ccc3c(c2)OCCO3)cc1 (stereo not drawn)
  1474, 1759
- O=C(CN1C(=O)NC2(CCc3ccccc3C2)C1=O)NCc1ccco1 (stereo not drawn)
  1667, 1655
- COc1ccc(C(=O)NCC(=O)OCc2ccccc2F)cc1
  1494, 1626
- CCOC1=NN(c2ncc(C(F)(F)F)cc2Cl)C(=O)C1
  1320, 1734
- Cc1ccccc1NC(=S)NC(C)C(c1cccs1)N1CCOCC1 (stereo not drawn)
  1497, 1652
- Cc1oc(-c2ccc3ccccc3c2)nc1CN(C)C(C)c1ccncn1 (stereo not drawn)
  1557, 1959
- O=C1OCCN1C(=O)[C@H]1[C@H](c2ccc(Cl)cc2)C(c2cccc(Cl)c2)=NN1c1ccccc1
  2817*, 3296*
- CSc1ncc(S(=O)(=O)c2ccccc2)c(=O)[nH]1
  1388, 1530
- OCC1(Cc2ccccc2)CCN(Cc2ccc(C(F)(F)F)cc2)CC1
  1456, 1470
- CC/C=C\[C@H](O)[C@H](O)C1=C(C)C(=O)[C@]2(O1)C(=O)N[C@@](OC)(C(=O)c1ccccc1)C2O (stereo partly drawn)
  1641, 2099
- N#Cc1ccccc1Cn1cc(/C=C/[N+](=O)[O-])c2ccccc21
  1494, 1756
- O=C(O)C1CC=CCC1C(=O)N1CC=C(c2ccccc2)CC1 (stereo not drawn)
  1796, 1689

Next part (3 carried over from the part before).
Below each compound: SRC3 TRFRET art, SRC1 TRFRET art
- CC/C=C\[C@H](O)[C@H](O)C1=C(C)C(=O)[C@]2(O1)C(=O)N[C@@](OC)(C(=O)c1ccccc1)C2O (stereo partly drawn)
  1641, 2099
- N#Cc1ccccc1Cn1cc(/C=C/[N+](=O)[O-])c2ccccc21
  1494, 1756
- O=C(O)C1CC=CCC1C(=O)N1CC=C(c2ccccc2)CC1 (stereo not drawn)
  1796, 1689
- O=C(Nc1ccc2c(c1)OCCO2)C1CCN(S(=O)(=O)c2ccccc2)CC1
  1580, 2086
- CCn1c(SCC(=O)N/N=C/c2cc(OC)c(O)c(OC)c2)nc2ccccc21
  1430, 1634
- Cc1ccc(CNC(=O)COC(=O)Cn2nc(C)c([N+](=O)[O-])c2C)cc1
  1628, 1725
- CC(=O)OCC(=O)N1N=C(c2ccc3ccccc3c2)CC1c1ccccc1 (stereo not drawn)
  1508, 1751
- C[C@@H]1CN(C2CCN(Cc3nc(C(c4ccccc4)c4ccccc4)no3)CC2)C[C@H](C)O1
  1420, 1758
- CC(C)CNC(=O)NC(=O)COC(=O)c1cc([N+](=O)[O-])ccc1NCc1ccccc1Cl
  1518, 1821
- CCNC(=S)Nc1c(C)n(C)n(-c2ccccc2)c1=O
  1705, 1756
- O=C(NNC(=O)c1cccs1)c1ccc2ccccc2c1
  1638, 1607
- O=C(COC(=O)CC(c1ccccc1)c1ccccc1)Nc1cccc(F)c1
  1491, 1807
- COc1cc([N+](=O)[O-])ccc1N
  1585, 1883
- Cc1ccccc1N(C)S(=O)(=O)c1ccc2[nH]cc(C(=O)NCC3CCCO3)c(=O)c2c1 (stereo not drawn)
  1550, 1808
- Cn1cnc(S(=O)(=O)Nc2ccc(OC(F)(F)F)cc2)c1
  1570, 1740
- O=C(O)c1ccc(NCCC2=CCCCC2)c([N+](=O)[O-])c1
  1722, 1597
- COc1ccc(CNC(=O)C/C(C)=N/NC(=O)Cc2ccc(OC)cc2)cc1
  1469, 1478
- O=[N+]([O-])c1cc(Cl)ccc1NCCNS(=O)(=O)c1ccccc1
  1713, 1751
- COC(=O)c1ccc(OC)c(CSc2nnc(COc3cccc(C)c3)o2)c1
  1649, 1455
- CC(=O)Nc1ccc(/C(C)=N/NC(=O)c2ccc(F)cc2)cc1
  1703, 1848
- O=C(Nc1cccc(Cl)c1)Nc1nnc(-c2ccncc2)s1
  1735, 1706
- O=c1ccnc(SCCC(F)=C(F)F)[nH]1
  1677, 1632
- Cc1ccc(C(=O)Oc2coc(CSc3nnc(NC(=O)C4CC4)s3)cc2=O)cc1C
  1449, 1862
- Cc1[nH][nH]c(=O)c1C(c1c(C)[nH][nH]c1=O)c1cn(Cc2ccc(F)cc2)c2ccccc12
  1608, 1869
- COc1ccc(N(CC(=O)Nc2ccc(C)cc2C)S(=O)(=O)c2ccccc2[N+](=O)[O-])c(OC)c1
  1663, 1865
- COc1ccc(NC(=O)Cn2nnc(-c3ccccc3NS(=O)(=O)c3ccc(OC)cc3)n2)cc1
  1733, 1785
- Cc1nc(-c2cccc(Br)c2)ccc1C(=O)O
  1676, 1846
- COc1cc(/C=N/NC(=O)c2ccc(COc3cc(C)ccc3C(C)C)cc2)cc(OC)c1O
  1734, 2071
- COc1ccc(C(=O)NNC2=CC(=O)CC(C)(C)C2)cc1
  1571, 1896
- COC(=O)c1ccc(N2CCS(=O)(=O)CC2)cc1
  1534, 1783
- Cc1cc(NC(=O)CSCC(=O)N(c2ccc(F)cc2)C(C(=O)NC2CCCCC2)c2ccc(O)c(O)c2)no1 (stereo not drawn)
  1495, 1500
- CCN(CC)CCNC(=O)C(=O)NCC1OCCN1S(=O)(=O)c1ccc2c(c1)OCCO2 (stereo not drawn)
  1369, 1454
- CCOc1cc(/C=N/Nc2nncc(-c3ccccc3)n2)ccc1O
  1480, 1788
- COc1ccccc1NS(=O)(=O)c1ccc(O)c(C(=O)OCC(=O)c2ccc(Cl)cc2Cl)c1
  1792, 2082
- C/C(=N\Nc1ccccn1)c1ccc2c(c1)OCO2
  1848, 1772
- O=C1COc2ccc(C(=O)COC(=O)CNC(=O)c3ccco3)cc2N1
  1498, 1655
- O=C(O)c1ccc(/C=C2\SC(=Nc3ccccc3)N(c3ccccc3)C2=O)cc1
  1526, 1934
- O=S1(=O)CCN(C(CCO)c2cccc(C(F)(F)F)c2)CC1 (stereo not drawn)
  1643, 1833
- COc1ccc(N2C(S)=C(C#N)C(=O)NC2c2ccco2)cc1 (stereo not drawn)
  1705, 1799
- C=CCN(C(=O)CNC(=O)c1cccs1)C(C(=O)NC(C)(C)C)c1ccccc1 (stereo not drawn)
  1461, 1598
- NC(=O)CCS(=O)(=O)c1ccc(Cl)cc1
  1500, 1644
- CC1(C)CCC(C)(C)NC(=S)N1
  1574, 1575
- Cc1ccc(NC(=O)COc2ncnc3c(Cl)cc(Cl)cc23)cc1[N+](=O)[O-]
  1669, 2066
- CC1=C/C(=N\NC(=S)Nc2cccnc2)CC(C)(C)C1
  1560, 1905
- O=C(CN1CCCC1)NN=C(c1ccccc1)c1ccccc1
  1646, 1796
- Cc1cccc(C)c1NC1=NCCCCC1
  1495, 1480
- CCCC(C)NC(=O)COc1ccc(S(=O)(=O)N2CCCC2)cc1 (stereo not drawn)
  1619, 1957
- Cc1cc(C(=O)CN2CCCC(C)C2)c(C)n1-c1ccc(F)cc1 (stereo not drawn)
  1692, 1562
- COc1cccc(/C=N/N=C(\N)c2nonc2N)c1O
  1480, 1914
- COc1ccc(N2C(=O)CC(N3CCCCC3)C2=O)cc1 (stereo not drawn)
  1467, 2025
- Cc1nn(-c2ccccc2)c(C)c1/C=N/N1CCN(c2ccccn2)CC1
  1581, 1750
- Cc1ccc(NC(=S)NNC(=O)Cn2nc(C(F)F)cc2C(F)F)cc1
  1449, 1755
- Cc1cccc(NC(=O)/C(C#N)=C/c2cn(CC(=O)NCc3ccco3)c3ccccc23)c1
  1794, 1817
- COc1ccccc1OCCOCCOc1ccc(C)cc1Br
  1640, 1913
- CN1CCN(C(=O)N2c3ccccc3CCc3ccccc32)CC1
  1611, 1716
- COc1cc(C(=O)N/N=C(\Cc2ncc[nH]2)c2ccccc2)cc(OC)c1OC
  1471, 1654
- CN(c1cccc(NC(=O)c2ccc(N(C)S(=O)(=O)c3ccccc3)cc2)c1)S(C)(=O)=O
  1448, 1553
- c1coc(-c2nc3ccccc3nc2-c2ccco2)c1
  1483, 1849
- O=C(Cn1cnc2c(nnn2Cc2ccccc2)c1=O)NCC1CCCO1 (stereo not drawn)
  1423, 1476
- N/C(=N\OC(=O)COc1ccc(Br)cc1Cl)c1ccccn1
  1619, 1963
- Cc1ccc(NS(=O)(=O)Cc2ccccc2)nc1
  1380, 1722
